# COUP-TFII inh – inhibitors of human COUP-TFII (NR2F2). P24468. HEK293T NGFI-A luciferase reporter, luminescence. inhibition, % at 8.6 µM. hit rate 0.7% among 370,000. AID 686940;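 active means inhibition above a per-plate cutoff, mean inhibition of test wells between control levels plus 3 SD, cut at about 38% in these data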;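 further: cells cotransfected with COUP-TFII expression vector driving the NGFI-A reporter; 0% = median of COUP-TF2 test wells and 100% = reporter-only cells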
# TLR9-MyD88 inh – blocks human TLR9 binding to MyD88 | Q9NR96+Q99836 | CHO BLA complementation TLR9-MyD88, CCF4 FRET ratio | inhibition, % at 4.98 µM | hit rate 0.21% among 340,000 | AID 504734;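 active means inhibition above the mean over all tested compounds plus 3 SD, cut at about 21% in these data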;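 further: 0% = DMSO only wells and 100% = clavulanate BLA inhibitor control wells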
# SRC1 inh – inhibitors of human steroid receptor coactivator 1 (SRC1). HEK293 GAL4-SRC1 luciferase reporter, luminescence. hit rate 0.12% among 360,000. inhibition, % at 3.6 µM;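 active means inhibition above the campaign mean plus 3 SD, with each screening campaign given its own cutoff, cut at about 60% in these data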;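 further: 0% = DMSO treated cells and 100% = gossypol at 36 µM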
# LMP1 NFkB inh – Epstein-Barr LMP1 NF-kappaB reporter inhibition; LMP1-induced NF-kappaB luciferase reporter cells, luminescence; inhibition, % at 12.5 µM; hit rate 0.69% among 350,000; in the data active means inhibition above about 41%;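 further: 0% = neutral control wells and 100% = reference inhibitor control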
# MC4R antagonist – antagonists of human melanocortin 4 receptor (MC4R) | inhibition, % at 6.5 µM | P32245 | MC4R-expressing cells, MTII-stimulated cAMP, LANCE TR-FRET | hit rate 0.48% among 360,000;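 active means inhibition above its plate's cutoff, the mean of tested wells on that plate plus 3 SD, cut at about 29% in these data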;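 further: 0% = Melanotan II alone and 100% = Melanotan II plus saturating MCL0020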
#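 Material: U2OS-MC4R stable cell line | Reagent: Melanotan II challenge after compound preincubation | Doses: One concentration, 6.5 µM nominal | Incubation: 30-min compound preincubation, 1-h Melanotan II challenge, 1-h detection, room temperature | Signal: TR-FRET cAMP assay | Replicates: One well per compound, no replicates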
# SRC3 inh – human NCOA3 inhibition. Q9Y6Q9. HEK293 GAL4-SRC3 luciferase reporter, luminescence. inhibition, % at 3.6 µM. hit rate 0.17% among 360,000;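 active means inhibition above a per-campaign cutoff, the mean of all compounds plus 3 SD, cut at about 60% in these data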;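 further: 0% = DMSO-treated cells and 100% = gossypol-treated cells at 36 µM; higher means less SRC3-driven luciferase light from the GAL4 reporter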
# NOD2-RIPK2 inh – inhibitors of human NOD2-RIPK2 interaction; O43353; CHO BLA complementation NOD2-RIPK2, CCF4 ratio; inhibition, % at 4.98 µM; hit rate 0.38% among 360,000; AID 624267; in the data active means inhibition above about 21%;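 further: 0% = vehicle only and 100% = reference blocker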
# LRH-1 inv ag – inverse agonists of human LRH-1 (NR5A2) | O00482 | HEK293T StAR-luciferase reporter, LRH-1 transfected, 24 h | hit rate 0.13% among 360,000 | inhibition, % at 3.6 µM;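 active means inhibition above the mean inhibition of all tested compounds plus 3 SD, cut at about 73% in these data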;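 further: 0% = DMSO wells and 100% = reporter-only cells lacking LRH-1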
# MC4R barr agon – human MC4R agonism via beta-arrestin; P32245; U2OS MC4R beta-arrestin complementation, luminescence; percent of melanotan II response, DMSO zero; activation, % at 8.9 µM; hit rate 0.98% among 360,000; AID 540308;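 active means activation above a per-plate cutoff, the mean activation of sample wells on that plate plus 3 SD, cut at about 8% in these data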
# SRC2 inh – inhibits human steroid receptor coactivator 2. hit rate 0.17% among 370,000. inhibition, % at 9 µM. Q15596. HEK293 GAL4-SRC2 luciferase reporter, luminescence;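 active means inhibition above the mean inhibition of all tested compounds plus 3 SD, set per campaign, cut at about 52% in these data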;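 further: 0% = DMSO treated cells and 100% = cells given Gossypol at 36 µM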
# Target sequence (Q15596 whole entry, looked up, the tested form may be a part): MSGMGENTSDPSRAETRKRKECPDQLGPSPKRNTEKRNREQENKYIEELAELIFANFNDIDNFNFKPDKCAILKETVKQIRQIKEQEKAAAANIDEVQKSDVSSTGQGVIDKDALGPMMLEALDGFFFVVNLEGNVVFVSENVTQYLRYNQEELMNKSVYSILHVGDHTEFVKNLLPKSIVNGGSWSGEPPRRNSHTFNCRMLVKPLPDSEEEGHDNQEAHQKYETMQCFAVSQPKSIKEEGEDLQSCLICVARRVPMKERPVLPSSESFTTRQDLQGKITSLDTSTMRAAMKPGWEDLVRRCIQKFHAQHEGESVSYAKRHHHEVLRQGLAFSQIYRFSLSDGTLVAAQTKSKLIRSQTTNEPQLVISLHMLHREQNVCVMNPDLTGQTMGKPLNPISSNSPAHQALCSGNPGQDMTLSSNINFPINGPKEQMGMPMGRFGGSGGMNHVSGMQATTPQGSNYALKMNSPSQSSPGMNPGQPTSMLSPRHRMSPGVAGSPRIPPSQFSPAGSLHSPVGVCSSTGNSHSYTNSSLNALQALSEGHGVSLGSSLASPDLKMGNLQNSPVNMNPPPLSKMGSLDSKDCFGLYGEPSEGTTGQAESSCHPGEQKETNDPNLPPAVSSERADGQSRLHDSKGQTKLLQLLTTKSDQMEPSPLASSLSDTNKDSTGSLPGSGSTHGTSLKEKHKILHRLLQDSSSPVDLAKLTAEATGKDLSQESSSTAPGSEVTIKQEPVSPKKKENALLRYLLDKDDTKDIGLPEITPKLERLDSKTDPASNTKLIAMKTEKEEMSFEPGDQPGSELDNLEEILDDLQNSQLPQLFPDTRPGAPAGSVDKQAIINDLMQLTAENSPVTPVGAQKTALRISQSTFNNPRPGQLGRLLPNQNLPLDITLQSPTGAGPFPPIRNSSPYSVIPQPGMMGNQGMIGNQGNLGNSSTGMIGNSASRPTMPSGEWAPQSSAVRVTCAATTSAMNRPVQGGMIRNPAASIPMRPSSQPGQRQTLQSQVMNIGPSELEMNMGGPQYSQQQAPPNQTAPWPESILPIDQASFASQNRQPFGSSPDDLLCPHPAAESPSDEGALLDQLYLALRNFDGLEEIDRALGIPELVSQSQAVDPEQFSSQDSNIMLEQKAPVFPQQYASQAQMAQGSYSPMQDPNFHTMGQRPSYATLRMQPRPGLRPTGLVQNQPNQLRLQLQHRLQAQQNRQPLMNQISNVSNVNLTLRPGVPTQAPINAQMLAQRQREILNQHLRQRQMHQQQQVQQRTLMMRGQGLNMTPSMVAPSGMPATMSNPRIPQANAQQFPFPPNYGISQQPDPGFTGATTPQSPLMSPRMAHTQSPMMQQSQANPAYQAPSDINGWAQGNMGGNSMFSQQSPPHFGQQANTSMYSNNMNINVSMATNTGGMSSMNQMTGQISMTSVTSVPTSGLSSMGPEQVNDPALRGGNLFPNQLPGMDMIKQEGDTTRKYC
# ABHD5-PLIN5 inh – ABHD5-PLIN5 protein interaction inhibition | hit rate 0.78% among 360,000 | Q00G26+Q8WTS1 | inhibition, % at 4 µM | Split G. princeps luciferase complementation, luminescence, 4 h | AID 602281;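 active means inhibition above the mean inhibition across every tested compound plus 3 SD, cut at about 22% in these data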;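 further: 0% = DMSO only wells and the 100% control is not disclosed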
# The depositor's hits bear a star; / = no result given. The list is partial; count on the stated rates, not on these rows.
COUP-TFII inh	TLR9-MyD88 inh	SRC1 inh	LMP1 NFkB inh	MC4R antagonist	SRC3 inh	NOD2-RIPK2 inh	LRH-1 inv ag	MC4R barr agon	SRC2 inh	ABHD5-PLIN5 inh	mol
-5	-1	-9	3	9	-19	13	15	-0.2	-10	-6	CC(=O)Nc1ccc(C(=O)OCC(=O)Nc2ccc(S(=O)(=O)N3CCOCC3)cc2)cc1
7	6	-3	3	1	6	0	-7	0.3	-4	-8	O=C1N=C2SCCN2/C1=C\c1ccccc1Cl
-15	/	-19	6	10	8	-6	11	0.2	-2	4	CN(C)S(=O)(=O)c1cccc(NC(=O)CN2C(=O)NC(Cc3c[nH]c4ccccc34)C2=O)c1 (configuration not stated)
-2	-5	17	-6	-4	9	-15	16	3.2	-9	9	Cc1ccc(C2=NCCNC2=O)c(C)c1
-10	-9	-5	2	1	-13	8	9	-2.3	1	-5	O=C(NCc1ccco1)c1ccccc1
16	-7	-9	7	2	5	-4	-2	-0.9	16	-9	CN(c1ccccc1)S(=O)(=O)c1ccc(C(=O)N2CCN(c3ccccc3Cl)CC2)cc1
13	-11	4	2	11	7	3	1	-2.0	18	2	CC(c1ccccc1)n1c(-c2ccncc2)n[nH]c1=S (configuration not stated)
8	9	7	-2	2	29	0	7	0.7	0	5	O=C(CN1CCN(Cc2ccc(Cl)cc2)CC1)N/N=C/c1ccncc1
-7	4	-18	-1	32*	10	-5	3	2.5	18	7	CCOc1ccc(C(=O)CCC(=O)NCC(=O)OCc2ccccc2)cc1OCC
6	7	14	-3	0	3	-8	6	2.1	-5	-4	CC(C(=O)NN)c1ccc([N+](=O)[O-])cc1 (configuration not stated)
18	/	-6	/	8	-12	-7	-14	2.2	-19	-15	C[C@H](NC(=O)C1CCN(C(=O)[C@@H]2CCCN2C(=O)OC(C)(C)C)CC1)C(=O)NCc1ccc(F)cc1
/	-6	1	-5	8	-16	-12	-9	0.3	/	-2	Cc1onc(C(=O)Nc2ccc3c(c2)OCO3)c1[N+](=O)[O-]
2	-2	-4	-13	21	1	-8	-4	-0.8	7	-10	CCc1ccc(C2=NNC(=Nc3c(C)n(C)n(-c4ccccc4)c3=O)SC2)cc1
14	-8	-6	6	-2	12	-3	-13	-2.3	10	-2	O=C(NNc1cccc([N+](=O)[O-])c1)/C(=C\c1cccnc1)NC(=O)c1ccccc1
14	6	-14	7	-3	1	9	9	-2.9	-12	7	Cc1cc2cc(CNC(=O)Nc3ccc(Cl)c(Cl)c3)ccc2n1C
0	1	5	-8	6	16	-13	21	-2.0	5	1	CC1CCCN(C(=O)C2CCN(S(=O)(=O)c3ccccc3)CC2)C1 (configuration not stated)
18	10	17	3	-2	-37	-2	-8	-0.2	-5	10	CCn1cc(C(=O)NCCCN2CC(C)CC(C)C2)c(=O)c2cc(S(=O)(=O)N(C)C3CCCCC3)ccc21 (configuration not stated)
-41	7	14	-6	1	1	2	17	-4.6	-12	0	CC1C(=O)N2CCCc3cc(NC(=O)C(=O)NCCc4ccc(F)cc4)cc1c32 (configuration not stated)
-2	2	7	0	15	-3	-2	5	0.9	12	5	Cc1ccc(CC2CC(=O)N(c3cc(C)ccc3C)C2=O)cc1 (configuration not stated)
-18	0	-23	-3	-4	-24	2	-28	-3.1	-26	1	c1ccc(-n2nnc3ccccc32)nc1
4	2	-4	1	-4	3	-12	13	-0.2	-29	1	CCCC1(C(=O)O)NC(c2ccccc2O)C2C(=O)N(Cc3ccccc3)C(=O)C21 (configuration not stated)
3	4	4	-3	1	15	-1	-6	1.6	5	0	CCc1nnc(NC(=O)CN2CCN(c3ccccc3OC)CC2)s1
16	-12	5	0	6	5	-1	18	-2.5	17	-1	COCCCNc1nc2ccccc2nc1NS(=O)(=O)c1cc(Cl)ccc1Cl
5	8	-4	-10	7	29	-5	10	0.9	5	4	CC(=O)/C(CN1CCCCC1)=N\O
-16	8	6	-17	12	9	-1	15	-4.8	4	0	CC(C)(C)c1nnc(NC(=O)CCn2cnc3ccccc3c2=O)s1
1	-3	0	-1	2	-4	-5	5	1.4	-4	1	O=C(Nc1cccc(S(=O)(=O)N2CCOCC2)c1)c1cn(-c2ccccc2)nc1-c1ccc(F)cc1
43*	-1	-2	-99	8	32	12	-7	1.0	41	9	CC(C)(C)c1ccc(Oc2ccc(NC(=O)c3ccco3)cn2)cc1
-27	-6	-12	-2	-3	1	3	-24	0.5	-38	7	Nc1nc(-c2ccccc2)cc(-c2ccccc2)n1
7	-8	3	0	4	2	-18	-13	-0.1	-31	3	COc1ccccc1NC(=O)c1cn(C)c(=O)c2cc(OC)c(OC)cc12
-6	-9	4	6	20	-4	-3	8	7.0	-28	2	O=[N+]([O-])c1ccc(/C=N/Nc2ncc(-c3ccccc3)cn2)cc1
27	-3	-44	29	1	-22	-2	-88	-2.1	-61	-4	COc1ccc(C(=O)NC2=Nc3ccccc3N=C(C)C2c2ccccc2)cc1 (configuration not stated)
11	-11	-27	-6	-30	2	2	-6	-0.6	21	10	Cc1ccc(S(=O)(=O)N2CCOCC2)cc1C(=O)N1c2ccccc2Sc2ccccc21
5	-2	-6	-7	11	-11	-9	0	-0.6	-2	1	N#Cc1ccccc1NC(=O)COC(=O)c1ccc(S(=O)(=O)N2CCCC2)cc1
-8	/	0	/	4	0	6	1	0.2	-44	8	COc1ccc(C(=O)N2CCC2(C)C(=O)O)cc1C(F)(F)F (configuration not stated)
-2	/	8	/	/	-7	-7	-13	/	-7	-5	O=NN(CC(=O)NN=CC=Cc1ccccc1)CC(=O)NN=CC=Cc1ccccc1
5	-3	6	-25	3	-2	-13	-11	0.1	13	-4	CC(C)(C)OC(=O)C[C@H]1C/C=C\C[C@@H](CC(=O)N(CCO)Cc2ccccc2)C(=O)N[C@H](Cc2c[nH]c3ccccc23)COC1=O
7	7	13	-4	1	10	1	4	-0.8	-20	2	C=CCNC(=O)c1cccc(Br)c1
-18	/	-11	/	2	-13	5	-3	2.2	-29	-22	OC(c1cccc(Cl)c1)c1ncc(-c2ccc(Oc3ccccc3)cc2)[nH]1 (configuration not stated)
-7	-3	-35	3	2	-21	-6	-14	0.2	-32	2	Cc1ccc(-c2cc(C(=O)NCCCn3ccnc3)no2)cc1
-5	-4	2	-144	18	14	-3	-14	23*	-3	-5	COc1ccc(-c2sc3ccc(N4CCOCC4)cc3c2C#CC(C)(C)O)cc1

# Results in MC4R barr agon, for 2 of the compounds above:
molecule | MC4R barr agon
CC(C)(C)OC(=O)C[C@H]1C/C=C\C[C@@H](CC(=O)N(CCO)Cc2ccccc2)C(=O)N[C@H](Cc2c[nH]c3ccccc23)COC1=O | 0.1
C=CCNC(=O)c1cccc(Br)c1 | -0.8

# Following part.
COUP-TFII inh	TLR9-MyD88 inh	SRC1 inh	LMP1 NFkB inh	MC4R antagonist	SRC3 inh	NOD2-RIPK2 inh	LRH-1 inv ag	MC4R barr agon	SRC2 inh	ABHD5-PLIN5 inh	mol
-17	7	-6	-3	2	5	-10	4	-2.9	25	3	O=C(Oc1ccc(NC2=NS(=O)(=O)c3ccccc32)cc1)c1cccnc1
-26	-2	-10	7	1	7	-4	6	-0.8	-5	-4	COc1cc(CCCN2CCNC[C@@H]2Cc2ccc(O)cc2)cc(OC)c1OC
-8	1	7	-9	2	12	-18	-6	0.8	0	13	NS(=O)(=O)c1ccc(N2CCOCC2)c(C(=O)NCc2cccs2)c1
-14	0	-26	-20	0	-17	1	-44	-0.7	7	8	Cc1cccc(-c2nc(CNC(=O)c3ccco3)cs2)c1
12	8	-6	-5	0	4	2	7	-1.3	-7	5	O=C(c1ccco1)N1CCN(C(=O)c2cccc3c2C(=O)N(Cc2cccnc2)C3)CC1
-7	2	-7	-1	-12	15	9	4	-1.2	-31	-2	CC/C(=N\NC(=O)CCC(=O)NCc1ccccc1)c1ccc(O)cc1
-1	-8	-5	3	2	17	-9	13	1.4	30	8	O=C(Nc1cccc(F)c1)c1cc(-c2ccco2)nc2ccccc12
-9	6	-2	-3	-2	16	-5	-1	-0.6	5	-6	CCOc1ccccc1NC(=O)CSc1nnc(CNC(=O)COc2ccc(Cl)cc2)o1
16	9	-5	-5	21	20	-10	17	-0.7	3	-1	C(#Cc1ccccc1)C[N+]1(CC#Cc2ccccc2)CCCCC1
12	10	5	-1	13	7	-1	6	-3.3	5	3	Cc1cc(C)cc(NC(=O)CSc2nnc(-c3cc(C)[nH]n3)n2N)c1
8	5	-8	10	16	14	12	13	2.1	-22	19	O=S(=O)([N-]c1nc2ccccc2nc1-[n+]1ccc(CCCc2ccccc2)cc1)c1cccs1
-4	-5	-5	1	0	-6	-5	-16	1.0	-25	2	C[C@H]1CN=C(Nc2ccccc2)N1CC1CCCCC1
-15	/	-4	/	10	5	-11	-7	-0.5	-32	-8	Cc1ccc(C(=O)Nc2ccc(Nc3ccccc3)cc2)cc1Br
-19	/	/	/	/	/	-3	6	/	-24	1	O=S1(=O)N[C@H](Cc2ccccc2)COc2cc(N3CCSCC3)ccc21
6	-2	13	2	-4	2	-1	7	-3.4	11	-5	CCS(=O)(=O)NCCNc1ccc([N+](=O)[O-])cc1
12	-4	0	-1	-2	9	9	3	-0.3	-6	6	CC(C)Cc1ccc(S(=O)(=O)N2CCCC2)cc1
22	-4	8	7	5	23	3	11	0.1	-5	-7	CCN(CC)S(=O)(=O)c1cc(NS(=O)(=O)c2cccc(Cl)c2)ccc1C
9	3	-25	12	-1	-15	-11	-5	1.4	2	-3	COc1ccc(NC(=O)c2cccc(NC3=NC4CS(=O)(=O)CC4S3)c2)cc1Cl (configuration not stated)
2	12	0	-9	4	14	-6	12	1.1	8	-1	Cn1c(=O)[nH]c(=O)c2c1nc(CN1CCN(c3ccccc3F)CC1)n2CCc1ccccc1
13	8	-1	1	5	11	1	22	-0.1	8	-2	CCNc1nc(CC)nc2c1oc1ccccc12
8	-16	-2	7	14	-11	3	-8	1.5	-23	-6	CSCC[C@H](NC(=O)[C@H](Cc1ccccc1)n1c(=O)[nH]c2ccccc2c1=O)C(=O)N1CCC[C@@H]1C(=O)O
15	1	4	10	5	-2	4	-8	-1.0	-6	5	COc1ccc(N2CC(C(=O)Nc3ccc(N4CCOCC4)cc3)CC2=O)cc1 (configuration not stated)
19	-13	-2	-2	16	-2	-4	7	-1.9	10	2	O=S(=O)(c1cc(Cl)ccc1Cl)N1CCN(Cc2ccco2)CC1
14	-4	-11	3	0	-17	-6	-32	-1.4	-8	0	CC[C@H](C)[C@@H]1NC(=O)c2cc([N+](=O)[O-])cc(F)c2NCCCC[C@@H](C(N)=O)NC(=O)[C@H](CC(N)=O)NC1=O
